Source: PubChem (The Scripps Research Institute Molecular Screening Center)
GSTO1 inh – blocks human GSTO1 in RBBP9 counter-screen | P78417 | recombinant GSTO1, activity-based probe fluorescence polarization | inhibition, % at 5.96 µM | 300,000 tested, 1.1% active | AID 1974;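 active means inhibition above the campaign mean inhibition plus 3 SD, cut at about 35% in these data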;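 further: 0% = GSTO1-1 with DMSO and 100% = wells lacking GSTO1-1 enzyme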
LYPLA2 inh – blocks human lysophospholipase 2, a PME1 counter-screen | inhibition, % at 5.9 µM | AID 2177 | 320,000 tested, 0.38% active | recombinant LYPLA2, FP-Rh probe fluorescence polarization;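 active means inhibition above the screen-wide mean plus 3 SD, limit set per campaign, cut at about 26% in these data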;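 further: 0% = LYPLA2 with DMSO and 100% = wells lacking LYPLA2 enzyme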
Target sequence (O95372 whole entry, looked up): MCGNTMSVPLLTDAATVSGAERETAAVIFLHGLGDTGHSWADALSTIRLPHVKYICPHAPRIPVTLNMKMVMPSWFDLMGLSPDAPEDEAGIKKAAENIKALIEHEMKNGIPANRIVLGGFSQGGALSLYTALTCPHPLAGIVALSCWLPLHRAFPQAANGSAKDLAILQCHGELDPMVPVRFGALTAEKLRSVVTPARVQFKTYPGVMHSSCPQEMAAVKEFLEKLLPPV
PAD4 inh – PAD4 (human) enzyme inhibition; AID 485272; recombinant PAD4, RCA probe fluorescence polarization; Q9UM07; inhibition, % at 6.36 µM; 330,000 tested, 0.41% active;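 active means percent inhibition above a cutoff equal to the mean of all tested compounds plus 3 SD, cut at about 15% in these data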;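 further: 0% = PAD4 with RCA probe and DMSO and 100% = probe without PAD4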
PAFAH1B3 inh – blocks human PAF acetylhydrolase 1B catalytic subunit 3; Q15102; recombinant PAFAH1B3, FP-rhodamine probe, fluorescence polarization; inhibition, % at 3.39 µM; 340,000 tested, 0.28% active; AID 492972;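 active means inhibition above the screen-wide average of all tested compounds plus 3 SD, cut at about 25% in these data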;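 further: 0% = enzyme with DMSO only and 100% = wells lacking PAFAH1B3 protein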
Target sequence (Q15102 whole entry, looked up): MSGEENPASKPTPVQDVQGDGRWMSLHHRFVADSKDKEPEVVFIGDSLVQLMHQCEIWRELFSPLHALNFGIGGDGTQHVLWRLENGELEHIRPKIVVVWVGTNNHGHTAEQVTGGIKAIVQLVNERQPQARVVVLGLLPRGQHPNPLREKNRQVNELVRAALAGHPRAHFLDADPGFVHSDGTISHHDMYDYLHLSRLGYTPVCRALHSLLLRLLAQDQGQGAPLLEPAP
PREPL inh – inhibits the human prolyl oligopeptidase-like enzyme; Q4J6C6; recombinant PREPL, fluorescence polarization activity-based probe; inhibition, % at 5.96 µM; 320,000 tested, 0.68% active; AID 2751; in the data active means inhibition above about 43%;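 further: 0% = enzyme with DMSO and 100% = wells lacking enzyme; many of its hits are not listed in these tables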
LYPLA1 counter – counter-screen for PME1 inhibitors: inhibitors of human LYPLA1; AID 2174; inhibition, % at 5.9 µM; 320,000 tested, 0.16% active; recombinant LYPLA1, FP-Rh probe fluorescence polarization; O75608;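 active means inhibition above the mean of all tested compounds plus 3 SD, set per campaign, cut at about 14% in these data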;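 further: inhibitors block serine hydrolase probe labeling of LYPLA1 so polarization falls; 0% = enzyme with DMSO and 100% = wells lacking LYPLA1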
Target sequence (O75608 whole entry, looked up): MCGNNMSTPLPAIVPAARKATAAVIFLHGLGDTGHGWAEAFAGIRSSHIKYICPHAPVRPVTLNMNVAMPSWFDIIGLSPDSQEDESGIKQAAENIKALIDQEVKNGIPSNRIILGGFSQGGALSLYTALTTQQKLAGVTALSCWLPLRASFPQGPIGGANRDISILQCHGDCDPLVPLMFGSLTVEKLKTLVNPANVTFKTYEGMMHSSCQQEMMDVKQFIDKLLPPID
ZTA counter – blocks Epstein-Barr virus ZTA, an EBNA-1 counter-screen. AID 2234. 320,000 tested, 0.15% active. inhibition, % at 11 µM. ZTA-DNA binding, fluorescence polarization; in the data active means inhibition above about 33%
Target sequence (P03206 whole entry, looked up): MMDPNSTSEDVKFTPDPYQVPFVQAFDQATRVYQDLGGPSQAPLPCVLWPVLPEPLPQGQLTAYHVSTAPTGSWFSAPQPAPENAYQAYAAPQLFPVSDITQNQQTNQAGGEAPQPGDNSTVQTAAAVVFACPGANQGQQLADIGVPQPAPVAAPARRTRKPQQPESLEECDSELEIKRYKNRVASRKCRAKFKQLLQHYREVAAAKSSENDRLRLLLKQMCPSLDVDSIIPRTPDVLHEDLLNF
EBNA-1 inhibitor – blocks EBNA-1 binding to DNA. inhibition, % at 14.8 µM. AID 1950. EBNA-1 DNA binding, fluorescence polarization. 300,000 tested, 0.34% active; in the data active means inhibition above about 28%
PAFAH2 FP inh – PAFAH2 (human) inhibition; 340,000 tested, 0.99% active; recombinant PAFAH2, FP-rhodamine activity probe, fluorescence polarization; AID 492956; Q99487; inhibition, % at 3.39 µM;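 active means inhibition above the mean over all tested compounds plus 3 SD, cut at about 30% in these data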;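 further: inhibitors block probe labeling of enzyme so polarization drops; 0% = enzyme with DMSO and 100% = wells lacking PAFAH2 protein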
* hit, by the source's call; . = not tested or not shown; & = joins results of further samples.

SMILES | GSTO1 inh | LYPLA2 inh | PAD4 inh | PAFAH1B3 inh | PREPL inh | LYPLA1 counter | ZTA counter | EBNA-1 inhibitor | PAFAH2 FP inh
CCC(=NCC1CCCO1)c1c(O)n(-c2ccccc2C)c(=O)[nH]c1=O (configuration not stated) | -11 | -1 | -2 | 4 | 1 | 1 | 11 | -6 | 3
CCCN1CCC[C@@H]2Cc3[nH]ncc3C[C@H]21 | 2 | 7 | -2 | 2 | 9 | 4 | 1 | -1 | 7
CC(=O)C1C2c3ccccc3O[C@@]1(C)N=c1s/c(=C/c3ccoc3)c(=O)n12 (some centres not stated) | 1 | 10 | -3 | -4 | -2 | 5 | -3 | 3 | -4
Cc1cccc(OP(=O)(Nc2cccnc2)Oc2cccc(C)c2)c1 | 1 | 4 | -3 | 8 | -8 | 4 | 0 | 5 | -2
C(#CCN1CCCCC1)COCc1ccccc1 | 1 | 12 | -2 | 5 | 1 | 3 | 3 | 7 | -7
Cc1nn(CCC#N)c2c1P(=S)(N1CCCC1)OC(c1ccc(F)cc1)=N2 (configuration not stated) | 6 | -1 | 0 | -4 | -8 | -2 | 12 | -4 | -6
CP(=O)(Nc1ccccc1)C(Cl)(Cl)Cl (configuration not stated) | 4 | 9 | -2 | 1 | 3 | 5 | -4 | -1 | -4
CN1C(=O)c2ccccc2NC(=O)[C@]12O[C@@H]2c1ccccc1 | 1 | 8 | -1 | 3 | -4 | -2 | -2 | 0 | -3
Cc1ccccc1N1C(=O)CC(=O)NC1=O | -5 | -4 | -2 | 5 | 8 | 3 | -13 | -10 | -1
CC(=O)Nc1cc(C(=O)N2CCC3(CC2)OCCO3)ccc1S(=O)(=O)c1ccc(Cl)cc1 | -2 | 6 | -1 | 8 | 6 | -1 | -3 | -1 | -5
CCOc1ccc(C2CC(c3c(O)n(C)c(=O)n(C)c3=O)=NN2)cc1 (configuration not stated) | -8 | 4 | -3 | 7 | 5 | 2 | -9 | 3 | 8
CN1CCC(OC(=O)C2c3ccccc3Oc3ccccc32)CC1 | 2 | 3 | 4 | -5 | -13 | -2 | 2 | -4 | -6
Cc1ccc2c(c1)CC1(CN2C)C(=O)NC(=O)N(c2cc(C)ccc2C)C1=O (configuration not stated) | 5 | 2 | 0 | 15 | 3 | -3 | 4 | 9 | 5
Cn1c2ccccc2c2c(C(=O)N3CCC4(CC3)OCCO4)cn(C3CCCCC3)c(=O)c21 | 5 | 8 | -7 | 9 | 11 | 6 | 7 | -5 | 0
Cc1ccc(N2C(=O)NC(=O)/C(=C\C=C\c3ccco3)C2=O)cc1 | 7 | -2 | -4 | 11 | 21 | -2 | 17 | -8 | 3
BrCC1C[n+]2c(SCc3ccccc3)nc3sc4c(c3c2O1)CCCC4 (configuration not stated) | 34 | -1 | 1 | 7 | 13 | -1 | 1 | -13 | 4
CCCCn1c(O)c(C(=O)/C=C/c2ccc3c(c2)OCO3)c(=O)[nH]c1=O | -2 | 4 | 0 | 16 | -3 | 0 | 16 | -7 | 3
COC(=O)C1C(OC(=O)c2ccccc2)CC2CCC1N2C (configuration not stated) | -6 | 3 | 1&6 | 6&13 | 4&-2 | 0 | -6 | -6 | -4&4
COC(=O)C1=C(c2ccc3ccccc3c2)C[C@@H]2CC[C@H]1N2C(=O)NCCNC(C)=O | . | 1 | -1 | 7 | -7 | -2 | -5 | . | -5
COc1ccc(CC(=O)Nc2ccc(C#N)c(Cl)c2)cc1S(=O)(=O)N1CCOCC1 | -5 | -3 | -4 | 3 | 28 | -5 | 1 | -5 | -2
Fc1ccc(CCNCc2ccccc2Cl)cc1 | 4 | -1 | 4 | -8 | -21 | 2 | -7 | 8 | 2
CCCC[N+]12CCC(CC1)C(=C(c1ccccc1)c1ccccc1)C2 | 0 | -9 | -4 | -2 | 10 | -2 | 1 | -18 | 2
O=c1[nH]c(=S)[nH]c(O)c1N=Nc1cccc(S(=O)(=O)N2CCOCC2)c1 | 5 | 2 | 4 | 10 | -1 | 2 | 3 | 7 | 1
CCC(C(=O)N1C[C@H]2C[C@@H](C1)c1cccc(=O)n1C2)c1ccccc1 (some centres not stated) | 6 | 0 | -3 | -8 | -3 | -2 | 3 | -11 | -6
Fc1ccc(C(OCCN2CCCC2)c2ccc(Br)cc2)cc1 (configuration not stated) | -1 | -7 | -2 | 10 | -14 | -3 | -8 | 5 | -2
Cc1cccc(NC(=O)CSc2nnc([C@@H](N)Cc3c[nH]c4ccccc34)o2)c1C | 2 | 4 | -2 | -3 | 40 | 2 | 7 | 2 | -1
COc1cccc(OC)c1C1=NCC(=O)Nc2c1oc1ccc(Br)cc21 | 1 | -6 | -2 | 4 | 14 | -2 | 14 | 15 | 2
NCCCC(=O)OC1N=C(c2ccccc2Cl)c2cc(Br)ccc2NC1=O (configuration not stated) | 3 | -2 | -3 | 6 | 5 | -4 | 16 | 4 | -3
COC(=O)C1=C(c2ccc(Cl)c(C(F)(F)F)c2)C[C@@H]2CC[C@H]1N2C(=O)NCC1CC1 | . | -1 | 0 | -9 | 3 | 2 | 9 | . | 4
COc1ccc(C(C)=O)cc1CC(C(=O)c1ccc(Br)cc1)N(C)C (configuration not stated) | -3 | 4 | -4 | 0 | 2 | 0 | 6 | 4 | 5
CC(C)(C)c1ccc(CN2C(=O)CN=C(c3ccccc3)c3ccccc32)cc1 | 0 | -7 | -6 | -2 | 20 | -3 | -4 | -15 | 7
COC12C(COC(N)=O)C3=C(C(=O)C(C)=C(N)C3=O)N1CC1C2N1C (configuration not stated) | 16 | 6 | 0 | 8 | 5 | -2 | 4 | 4 | 3
O=C(O)CCn1cc(C=C2C(=O)NC(=S)NC2=O)c(-c2ccccc2)n1 | 4 | 1 | 0 | 4 | -1 | -1 | 11 | -12 | 6
O=C(c1cc2cc(F)ccc2[nH]1)N1CCC2(CC1)OCCO2 | -3 | -1 | 2 | -2 | 6 | -3 | 5 | -5 | 7
Cc1ccc2nc(-c3ccncc3)cc(C(=O)N3CCC4(CC3)OCCO4)c2c1 | 3 | -4 | 4 | 1 | 2 | -4 | 8 | 5 | -6
CC(C)C(=O)N1CCN(CCN=Cc2c(O)n(C)c(=O)n(C)c2=O)CC1 | -5 | 2 | 3 | 4 | 4 | 1 | -6 | -1 | 1
O=C(c1ccc2c3c(cccc13)CC2)C1CCCN(Cc2ncc[nH]2)C1 (configuration not stated) | 7 | -2 | -2 | 5 | -24 | -2 | 6 | 2 | 1
CCN1CCN(c2ccc([N+](=O)[O-])cc2C#N)CC1 | -7 | 2 | 0 | 0 | 6 | 2 | 15 | 5 | 10
Cc1nn(C2CCOC(C)(C)C2)c2c1C(c1ccc3c(c1)OCO3)SCC(=O)N2 (configuration not stated) | 7 | 0 | 2 | 2 | 3 | -9 | -4 | 4 | 0
Cc1cc(C=C2C(=O)NC(=O)NC2=O)c(C)n1-c1cccnc1 | -8 | 6 | 1 | 12 | -6 | 2 | 12 | 2 | -2

Some of these compounds in order of formula weight, lowest first:
SMILES | GSTO1 inh | LYPLA2 inh | PAD4 inh | PAFAH1B3 inh | PREPL inh | LYPLA1 counter | ZTA counter | EBNA-1 inhibitor | PAFAH2 FP inh
O=C(c1ccc2c3c(cccc13)CC2)C1CCCN(Cc2ncc[nH]2)C1 (configuration not stated) | 7 | -2 | -2 | 5 | -24 | -2 | 6 | 2 | 1
CC(C)C(=O)N1CCN(CCN=Cc2c(O)n(C)c(=O)n(C)c2=O)CC1 | -5 | 2 | 3 | 4 | 4 | 1 | -6 | -1 | 1
CC(C)(C)c1ccc(CN2C(=O)CN=C(c3ccccc3)c3ccccc32)cc1 | 0 | -7 | -6 | -2 | 20 | -3 | -4 | -15 | 7
Cc1ccc2nc(-c3ccncc3)cc(C(=O)N3CCC4(CC3)OCCO4)c2c1 | 3 | -4 | 4 | 1 | 2 | -4 | 8 | 5 | -6

(listing goes on)
SMILES | GSTO1 inh | LYPLA2 inh | PAD4 inh | PAFAH1B3 inh | PREPL inh | LYPLA1 counter | ZTA counter | EBNA-1 inhibitor | PAFAH2 FP inh
COC(=O)C1=C(c2ccccc2OCc2ccccc2)C[C@@H]2CC[C@H]1N2C(=O)NCc1ccc(F)cc1 | . | 0 | -2 | -1 | 6 | 0 | 1 | . | 3
O=C(c1cc(C(=O)NCc2ccccc2)c(=O)n(Cc2ccccc2)c1)c1cc(Br)ccc1O | -21 | -52 | 0 | -13 | -16 | -25 | -1 | 14 | -17
Cc1ccc(CN2C(=O)CN=C(c3ccccc3)c3ccccc32)cc1 | 5 | 3 | -9 | 1 | 13 | -2 | -7 | -20 | 10
O=C1NC(=O)C(CCc2ccncc2)(CCc2ccncc2)C(=O)N1Cc1ccccc1 | 13 | 2 | -3 | 9 | 4 | 0 | 9 | -1 | 2
CCn1c(=O)cc(SCC(=O)N2CCC3(CC2)OCCO3)c2ccccc21 | 1 | 5 | -14 | 5 | 8 | -1 | -8 | 2 | 7
CCOc1ccc2oc(C(=O)NN3C(C)CCCC3C)c(C)c2c1 (configuration not stated) | -5 | 1 | -2 | 5 | 5 | 1 | 2 | 3 | 1
COc1cc(C(c2c(O)c3ccccc3oc2=O)c2c(C)n(C)n(-c3ccccc3)c2=O)ccc1O (configuration not stated) | 13 | 0 | 1 | 10 | 5 | 1 | -9 | -11 | 2
COc1cccc(NP(=O)(Oc2ccccc2)Oc2ccccc2)c1 | 2 | 7 | -1 | -5 | -6 | -2 | -26 | -2 | 4
COc1cccc(CCNCc2ccc(SC)cc2)c1 | 3 | 5 | -2 | 5 | -16 | 0 | -2 | -8 | -6
N#CCP(=S)(c1ccccc1)c1ccccc1 | 4 | 2 | -8 | -6 | -1 | -2 | -3 | -5 | -1
Cc1ccc2c(c1)C1CN(C)CCC1N2C(=O)c1cn(-c2ccccc2)nc1-c1ccccc1 (configuration not stated) | -1 | -5 | -7 | 13 | 10 | 3 | -15 | -22 | 7
Cc1ccc2c(c1)C1CN(C)CCC1N2C(=O)Cc1cccs1 (configuration not stated) | -7 | 2 | 1 | -1 | 8 | -2 | -12 | 7 | 5
Cc1csc(=N)n1Cc1ccccc1 | 5 | 8 | 2 | -2 | 5 | -1 | -10 | 3 | 3
CN1C(=O)N(C)C(=O)C(CCc2ccncc2)(CCc2ccncc2)C1=O | 4 | 9 | -1 | 9 | 7 | 4 | -4 | -2 | 1
CCCCCCn1c(=O)c(C(=O)Nc2cccc(C)n2)c(O)c2ccccc21 | -6 | 5 | -4 | 6 | 12 | 2 | 6 | -17 | 5
O=C(NC12CC3CC(CC(C3)C1)C2)OC1CN2CCC1CC2 (configuration not stated) | -9 | -3 | 4 | . | 0 | -1 | 9 | -6 | .
Cc1sc2ncn(CC(=O)N3CCC4(CC3)OCCO4)c(=O)c2c1C | -1 | 11 | 2 | -7 | 11 | 1 | 0 | -7 | -5
O=C(O)COc1ccccc1/C=C1\C(=O)NC(=O)N(CCC2=CCCCC2)C1=O | 41* | 5 | -2 | -8 | -6 | -3 | 6 | 0 | 8
CCCCC(CC)COCCCN=Cc1c(O)[nH]c(=S)[nH]c1=O (configuration not stated) | 1 | 5 | 0 | . | -12 | 1 | 1 | -2 | .
O=C(CCNS(=O)(=O)c1ccccc1)Nc1ccc(Cl)cc1C(=O)c1ccccc1 | -2 | -13 | -1 | 6 | 20 | -1 | -8 | -7 | 0
CC(C)NP(=O)(NC(C)C)OP(=O)(NC(C)C)NC(C)C | 2 | -4 | -1 | 2 | 2 | 1 | 7 | -5 | 9
CN1CCN(C(=O)Cc2nc3ccccc3[nH]2)CC1 | -2 | 1 | 0 | 3 | 11 | 1 | 1 | 6 | 3
O=[N+]([O-])c1cccnc1N1CCCNCC1 | -1 | 4 | 1 | -2 | 14 | 5 | -3 | -11 | 2
O=C(CN1CCCCC1)c1ccccc1Cl | 7 | 10 | 0 | 4 | 13 | 0 | 2 | 12 | 2
C[n+]1c2ccccc2nc2ccc(NCCO)cc21 | 69* | 63* | 84* | 82* | 69* | 70* | 60* | 22 | 83*

This is a subset. The share of hits here may be higher or lower than overall.
